AmpC det inh – Promiscuous and Specific Inhibitors of AmpC Beta-Lactamase (assay with detergent). P00811. purified AmpC, nitrocefin hydrolysis with detergent. Potency, µM (series often up to 28.7 µM), without a hit: top-dose activity change, negative = inhibition. actives 0.09% (n = 71,000). AID 584, 2007; active means well fitted curve in the direction sought with a large enough effect
Target sequence (P00811 whole entry, looked up): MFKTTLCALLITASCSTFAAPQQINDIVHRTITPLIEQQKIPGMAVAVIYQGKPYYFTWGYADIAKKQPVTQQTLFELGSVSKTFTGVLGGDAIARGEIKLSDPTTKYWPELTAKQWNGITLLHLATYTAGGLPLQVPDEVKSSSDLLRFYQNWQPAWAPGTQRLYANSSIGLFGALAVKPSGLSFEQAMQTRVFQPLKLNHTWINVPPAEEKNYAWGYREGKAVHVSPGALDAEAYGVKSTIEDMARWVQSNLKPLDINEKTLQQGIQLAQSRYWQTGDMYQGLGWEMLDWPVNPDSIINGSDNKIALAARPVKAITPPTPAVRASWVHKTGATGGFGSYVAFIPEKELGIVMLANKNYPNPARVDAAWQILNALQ
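E. coli AmpC (5.3 nM) in 20 mM phosphate pH 7.0 with 0.01% Triton X-100, preincubated 15 min RT with compound; nitrocefin (2 uL of 800 uM stock) hydrolysis followed by 480 nm absorbance every 20 s over 4 min.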
An asterisk follows results filed as active; & = joins results of further samples; [ ] = dose if it differs, or a comment. On the % scale 0 is the no-effect control and ±100 the full control effect; potency means the concentration at half of the fitted maximal effect. A portion of the library; count on the stated rates, not on these rows.

SMILES	AmpC det inh
COc1ccc(S(=O)(=O)Nc2ccccn2)c(C)c1C	-1%
COc1cc(C(=O)N2CCC(C(=O)Nc3cccc(C(C)=O)c3)CC2)cc(OC)c1OC	0%
Cc1ccccc1Cn1cnc2c(cnn2C(C)(C)C)c1=O	9%
CC(C)Cn1c(SCC(=O)c2ccc(Cl)s2)nnc1-c1ccco1	-4%
CCOC(=O)c1ccc(NC(=O)Cn2nnc(-c3ccc(F)cc3)n2)cc1	-4%
CN1CCN(C(=O)c2ccc(C(C)(C)C)cc2)CC1	21%
CC(=O)Nc1cc2ccc(OC(C)=O)cc2oc1=O	13%
CC1=NN=C(c2ccc(N)cc2)c2cc3c(cc2C1)OCO3	0%&-1%
Cc1noc(C)c1S(=O)(=O)N1CCCC(C(=O)NCC2CCCO2)C1 (stereo not given)	2%
COCC(C)NC(=O)COc1ccc(Cl)cc1Cl (stereo not given)	-2%
Cc1ccc(CSc2nc3c(c(=O)[nH]2)C(c2ccncc2)C2=C(CCCC2=O)N3)cc1 (stereo not given)	-3%
CC(=O)c1nn(-c2cccc(Cl)c2)cc1C(=O)c1ccco1	-4%
Cc1c(C(=O)N2CCc3ccccc32)oc2c1C(=O)CC(C)(C)C2	-2%
Cc1cc(S(=O)(=O)n2cnc3ccccc32)c(C)cc1Cl	-1%
Cc1cc(N2CCN(C3CCCCC3)CC2)n2nc(C)nc2n1	3%
CCCc1nc(NCc2ccncc2)c2nnn(Cc3ccccc3F)c2n1	1%
O=C(CN1CCC(n2nnc3cc(F)ccc32)CC1)NC1CC1	-3%
CCC(=O)Nc1cccc(Br)c1	-3%
O=C(NCc1ccccc1)C1CCCN(S(=O)(=O)c2cccnc2)C1 (stereo not given)	-2%
COc1ccccc1N(CC(=O)NC1CCCCC1)C(=O)c1cnn(C(C)C)c1	11%
Cc1c(C#N)c2ncn(Cc3ccccc3)c(=O)c2n1-c1ccccc1	-1%
Cc1ccc(C)c(-n2nnnc2SCC(=O)NCCC2=CCCCC2)c1	-8%
CCCN1C(=O)SC(CC(=O)Nc2ccc(Br)cc2)C1=O (stereo not given)	-3%
CN(Cc1ccco1)c1ccnc(-c2ccoc2)n1	9%
CN1C(=O)NC(NC(=O)c2ccncc2)(C(F)(F)F)C1=O (stereo not given)	-1%
O=C1NCCN1C(=O)c1ccccc1F	1%
CCOC(=O)c1cc(-c2ccc(Cl)s2)nc2c1c(C)nn2C	1%
CCCS(=O)(=O)N1CCC(C(=O)NCc2cccnc2)CC1	-4%
COc1ccc(-n2ncc3c(=O)n(CC(=O)N4CCCc5ccccc54)cnc32)cc1	-2%
O=c1cc(-c2cccc(O)c2O)oc2ccccc12	-4%

Some of these compounds in order of molecular weight, high to low.
SMILES	AmpC det inh
COc1ccc(-n2ncc3c(=O)n(CC(=O)N4CCCc5ccccc54)cnc32)cc1	-2%
Cc1ccc(C)c(-n2nnnc2SCC(=O)NCCC2=CCCCC2)c1	-8%
O=c1cc(-c2cccc(O)c2O)oc2ccccc12	-4%

Compounds from the list above with a tert-butyl group:
SMILES	AmpC det inh
Cc1ccccc1Cn1cnc2c(cnn2C(C)(C)C)c1=O	9%
CN1CCN(C(=O)c2ccc(C(C)(C)C)cc2)CC1	21%

Further entries follow:
SMILES	AmpC det inh
CC1CCCCC1n1c(=S)[nH]c2ccccc2c1=O (stereo not given)	11%
O=C1Nc2ccccc2C(O)(C(=O)NCc2ccco2)N1c1ccc(Cl)cc1 (stereo not given)	-2%
COC(=O)[C@@]1(Cc2ccccc2)[C@H]2c3cc(C(=O)N4CCCC4)n(CCSCCO)c3C[C@H]2CN1C(=O)c1ccccc1	0%
CC1=C(C#N)C(NC(=O)C2CC2)(C(F)(F)F)C(=O)N1 (stereo not given)	18%
CC(C)(C)S(=O)(=O)c1c(C(=O)O)cccc1C(=O)O	15%
Cc1nc2c(C(=O)N3CCCC3)c[nH]n2c(=O)c1Cc1ccc(F)cc1Cl	1%
CC(C)c1[nH]nc2c1C(Cc1ccccc1)C(C#N)=C(N)O2 (stereo not given)	8%
NS(=O)(=O)c1cc(Br)c(N=Nc2ccc(O)c3ncccc23)c(Br)c1	-2%[5.75 µM]
COc1ccc(OC)c(S(=O)(=O)N2CCC(C(=O)NCC3CCCO3)CC2)c1 (stereo not given)	-1%
Cc1ccc(C)c(NC(=O)CSc2nnc([C@@H](N)Cc3c[nH]c4ccccc34)o2)c1	-2%
CC(C)(C)c1csc(NC(=O)Cn2cnc3ccccc3c2=O)n1	0%
COc1cc2c(cc1OC)C1=C(C#N)COCN1CC2	-5%
Cc1cc(NC(=O)c2ccc3c(c2)C(=O)N(Cc2cccnc2)C3=O)no1	-7%
CCn1c(SCC(=O)N(Cc2ccccc2)C2CCS(=O)(=O)C2)nc2ccccc2c1=O (stereo not given)	0%
CC(=O)c1c(C)nc2cc(Cl)ccc2c1N	-3%
O=S(=O)(NCC1CCCO1)c1cc(Cl)ccc1Br (stereo not given)	6%
COc1cccc(OCCCN2CCCCC2)c1	1%
CC(c1ccccc1)n1c(-c2ccncc2)n[nH]c1=S (stereo not given)	-5%
CC1CCN(C(=O)c2cc(-c3ccc(Cl)c(Cl)c3)on2)CC1	-3%
CCc1nc(SCC(=O)NCC2CCCO2)c2oc3ccccc3c2n1 (stereo not given)	15%
O=C(c1ccc2c(c1)N(Cc1ccccc1)C(=O)CS2)N1CCOCC1	-3%
CCOC(=O)c1c(C)[nH]c(C(=O)C(C)OC(=O)c2cccc(OCc3c(C)noc3C)c2)c1C (stereo not given)	-1%
OC[C@@H]1O[C@@H](n2cnc3c(NCc4ccco4)ncnc32)[C@H](O)[C@H]1O	0%
Cc1cccc(-c2noc(CN(C(=O)c3ccc4c(c3)OCO4)C(C)C)n2)c1	22%
O=c1c2ccccc2c(C=NC2CCS(=O)(=O)C2)c(O)n1-c1ccccc1 (stereo not given)	-2%
CSc1nnc(Cc2ccc3c(c2)OCO3)o1	-3%
CCN(CC)c1ccc(NC(=O)c2ccccc2F)cc1	-4%
CCCCC(=O)N(c1ccc(OCC)cc1)C1C=CS(=O)(=O)C1 (stereo not given)	-6%
Cc1ccc(F)cc1NC(=O)C1CCCN(c2ncccn2)C1 (stereo not given)	-4%
N#Cc1cccc(-c2ccc3ncnc(NCCN4CCOCC4)c3c2)c1	8%
CCNc1ccc(C(=O)OCC)cc1NC(=O)c1cccc(N(C)C)c1	-4%
Cc1c(C(=O)N2CCN(C(=O)c3ccco3)CC2)sc2nc(-c3ccc(F)cc3)cn12	12%
Cc1cccc(CN2CCN([C@@H](c3ccccc3)c3ccc(Cl)cc3)CC2)c1	0%[12.8 µM]
COC(=O)c1cc2sccc2n1CC(=O)Nc1cccc(SC)c1	0%
CN[C@@H]1C[C@@H](c2ccc(Cl)c(Cl)c2)c2ccccc21	-1%
Cc1cc(N2CCC(C)CC2)n2nc(C)c(-c3ccccc3)c2n1	3%
COC(=O)C(NC(=O)c1ccccc1)c1ccccc1 (stereo not given)	9%
CCCc1nc2c3cnn(-c4cccc(Cl)c4)c3ncn2n1	3%
Cc1nc2ccc(C(=O)N3CCN(c4ccccn4)CC3)cc2s1	-3%
Cc1ccc(C)c(Nc2ncnc3nc[nH]c23)c1	12%

Entries above that contain a thiophene ring, fused or not:
SMILES	AmpC det inh
CC(C)Cn1c(SCC(=O)c2ccc(Cl)s2)nnc1-c1ccco1	-4%
CCOC(=O)c1cc(-c2ccc(Cl)s2)nc2c1c(C)nn2C	1%
COC(=O)c1cc2sccc2n1CC(=O)Nc1cccc(SC)c1	0%

Other entries.
SMILES	AmpC det inh
CC(=O)c1cccc(NC(=O)c2cc3nc(C)cc(C)n3n2)c1	-4%
Cc1ccccc1Nc1nc(N)nc(CSc2nc3ccccc3c(=O)n2CCCO)n1	-4%
O=C(CSCCO)N1CCc2ccccc21	-5%
CCCCCCC(=O)N1CCC(c2nc3c(nnn3Cc3ccccc3Cl)c(=O)[nH]2)CC1	6%
CSc1ccc2c(c1)N(CC[C@H]1CCCCN1C)c1ccccc1S2	1%[12.8 µM]
c1csc(Cc2nn3c(-c4n[nH]c5c4CCC5)nnc3s2)c1	-1%
N#CCSc1nc2cc(C(=O)N3CCCC3)ccc2c(=O)n1Cc1ccccc1	11%
O=[N+]([O-])c1ccc2ncccc2c1CCc1c([N+](=O)[O-])ccc2ncccc12	-2%[5.75 µM]
CN(C)c1nc(NS(=O)(=O)c2ccc(Cl)cc2)nc(N(C)C)n1	2%
Cc1ccc2cc(CN(CCO)Cc3nnnn3Cc3ccc(F)cc3)c(=O)[nH]c2c1	-5%
CN(CC(=O)Nc1cccnc1)S(=O)(=O)c1cc(Cl)ccc1Cl	-4%
CCOP(=S)(OCC)Oc1cc(C)nc(C(C)C)n1	8%
COc1cccc(/C=N/n2c(-c3ccco3)nc3ccccc3c2=O)c1	-6%
CC(=O)N(Cc1cccnc1)Cc1cc2ccc(C)cc2[nH]c1=O	-1%
COc1ccc(NC(=O)Nc2nnc(N3CCC(C)CC3)s2)cc1OC	18%
CCOC(=O)CCNC(=O)Nc1ccc2nc(C)n(Cc3cccc(Cl)c3)c(=O)c2c1	-4%
Cc1cccc(-n2cnc3cc(C(=O)N4CCCCC4)ccc32)c1	0%
CC1CCc2c(nc3ncnn3c2N2CCN(c3ccccc3)CC2)C1 (stereo not given)	-1%
CC(=O)C1=C(C)N=c2s/c(=C/c3ccc4c(c3)OCO4)c(=O)n2C1c1ccc(N(C)C)cc1 (stereo not given)	-1%
O=C(Nc1ccccc1)N1CC2(CCN(C(=O)c3cnccn3)CC2)C1	-3%
CC(OC(=O)c1cc(=O)[nH]c2ccccc12)c1ccccc1 (stereo not given)	-2%
Cc1ccc(C2CC(c3ccccc3)n3ncnc3N2)cc1 (stereo not given)	13%
CCOC(=O)Cc1csc(NC(=O)c2c(O)c3ccccc3n(C)c2=O)n1	-7%
O=S(=O)(c1ccc(NCC2CCCCC2)nc1)N1CCOCC1	-1%
c1cncc(Nc2nc(-c3cccnc3)cs2)c1	-2%
C[C@@]12CCC(=O)C=C1CC[C@H]1[C@@H]2[C@@H](O)C[C@]2(C)[C@@H]1CC[C@@]2(O)C(=O)CO	-8%[5.75 µM]
CCN(C(=O)Cc1cccs1)c1nnc(-c2cc(OC)c(OC)c(OC)c2)s1	-4%
Cc1ccn(C(=O)c2ccc(NC(=O)C3CCCCC3)cc2)n1	-10%
CN(C)c1ncnc2ccc(-c3cccc(NS(C)(=O)=O)c3)cc12	6%
O=C(CSc1nc2ccccc2[nH]1)N1CCCCC1	-3%
Cc1ccc(N(Cc2ccco2)C(=O)c2cccc(S(=O)(=O)N(C)C)c2)cc1	-2%
COc1cc(C(=O)NCc2cn3cccc(C)c3n2)cc(OC)c1OC	10%
Cc1c(CCC(=O)O)c(=O)oc2cc3occ(-c4ccc(F)cc4)c3cc12	-6%
O=C(CN1C(=O)NC2(CCSC2)C1=O)N1CCN(c2ccc(F)cc2)CC1 (stereo not given)	0%
Nc1cc(OC(=O)c2cccs2)nn1S(=O)(=O)c1ccccc1	-6%
COc1ccc(NC(=O)CSc2nc3c(c(=O)n2-c2ccccc2OC)SCC3)cc1	13%
O=S(=O)(Cc1ccccc1)Nc1ccc(S(=O)(=O)NCC2CCCO2)cc1 (stereo not given)	-10%
COc1ccc(C(=O)CN2C(=O)C(C)(C)Oc3ccc(C(=O)N4CCCCCC4)cc32)cc1	-4%
CNC(=O)c1cc2c(cn1)[nH]c1ccccc12	-8%&-5%
COc1ccccc1-c1nnc(SCC(=O)N2CC(C)CC(C)C2)o1 (stereo not given)	-1%

Taken from the listing, 2 compounds:
SMILES	AmpC det inh
COC(=O)C(NC(=O)c1ccccc1)c1ccccc1 (stereo not given)	9%
CCCc1nc2c3cnn(-c4cccc(Cl)c4)c3ncn2n1	3%

Further entries follow.
SMILES	AmpC det inh
CCOC(=O)c1cc(NC(=O)c2cnccn2)cc(C(=O)OCC)c1	-1%
O=C(c1ccccc1Oc1ccccc1)N1CCN(c2ccccc2)CC1	6%
CCOc1ccc(N(CC(=O)Nc2cccc(OC)c2)S(=O)(=O)c2c(C)noc2C)cc1	3%
CCN(C(=O)c1cc(Cl)ccc1OC)c1ccccc1	1%
O=C1CC(N2CCN(C/C=C/c3ccccc3)CC2)C(=O)N1Cc1cccs1 (stereo not given)	-1%
CC1CCCCC1NC(=O)CSc1nnc(COc2ccccc2Cl)o1 (stereo not given)	0%
COc1ccc(N2CCN(CCCNC(=O)CN3CCN(Cc4ccccc4C)C3=O)CC2)cc1	1%
COc1ccccc1C(OC(=O)c1ccco1)C(=O)NC(C)(C)C (stereo not given)	-4%
O=c1c2ccccc2nc(-c2ccco2)n1-c1ccccn1	-3%
CN(CC(=O)O)Cc1c[nH]c2ccccc12	-4%[5.75 µM]

Compound activity deposited in PubChem BioAssay by National Center for Advancing Translational Sciences (NCATS).
